Compound activity from PubChem.
Sm TGR block – qHTS Assay for the Inhibitors of Schistosoma Mansoni Peroxiredoxins. Schistosoma mansoni thioredoxin glutathione reductase (TGR), Q962Y6. purified TGR, DTNB reduction, TNB absorbance 405 nm. Potency, µM (series often up to 114 µM), for inactives: at the top dose activity change, negative = inhibition, usual class: inhibitors. actives 3% (n = 360,000). AID 485364, 2010; further: potency means the concentration at half of the fitted maximal effect; nearly all actives have a fitted effect of over 60% in size
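Kinetic colorimetric format: TGR-catalysed, NADPH-driven DTNB reduction monitored via TNB absorbance. Enzyme dispensed at 20 nM; compound exposure 15 min at room temperature before reaction start.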
HCMV antiviral – qHTS Assay for inhibitors of the human cytomegalovirus (HCMV). HFF cells, HCMV-luciferase reporter, 72 h; active compounds read low. activity change, negative = inhibition, % at 57.5 µM. actives 4.5% (n = 410,000); in the data active means activity change below about -60%; inconclusive means no clear call, values can overlap the other calls; inactive means above about -39%
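Luciferase read-out from HCMV-luciferase-infected HFFs (MOI 1 PFU/cell) 72 h post infection at 37C; compounds added after 16 h cell attachment; activity normalized between buffer-only basal and Salinomycin (10uM) inhibitor controls.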
FBPA Giardia inh – qHTS Assay for Inhibitors of Fructose-1,6-bisphosphate Aldolase from Giardia Lamblia | AID 2451, 2010 | A8B2U2 | purified Giardia FBPA | actives 0.71% (n = 290,000) | Potency, µM (top dose mostly 59.6 µM), for inactives: at the highest dose activity, negative = inhibition, most hits filed as inhibitors; further: potency means the concentration at half of the fitted maximal effect; nearly all actives have a fitted effect of over 55% in size
Target sequence (A8B2U2 whole entry, looked up): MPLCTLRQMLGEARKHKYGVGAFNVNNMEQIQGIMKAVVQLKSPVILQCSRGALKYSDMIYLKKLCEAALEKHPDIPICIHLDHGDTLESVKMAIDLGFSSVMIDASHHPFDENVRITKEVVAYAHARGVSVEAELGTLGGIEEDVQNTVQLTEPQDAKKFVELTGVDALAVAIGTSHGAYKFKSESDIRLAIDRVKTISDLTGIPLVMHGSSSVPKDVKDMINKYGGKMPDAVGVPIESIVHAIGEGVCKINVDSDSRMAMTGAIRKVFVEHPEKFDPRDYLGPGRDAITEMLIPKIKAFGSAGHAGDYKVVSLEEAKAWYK
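Giardia FBPA (40 nM reagent) was preincubated 10 min at RT with compound (up to 57.5 uM final), then substrate plus GAPDH/TPI/NAD/arsenate coupling system with diaphorase/resazurin was added; resorufin fluorescence (525/598 nm) was read after 20 min.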
AmpC inh no detg – qHTS Inhibitors of AmpC Beta-Lactamase (assay without detergent); P00811; AmpC nitrocefin hydrolysis, absorbance 480 nm, 0.0001% Triton; Potency, µM (highest dose often 57.1 µM), without a hit: at the top dose activity change, negative = inhibition, most hits filed as inhibitors; actives 0.52% (n = 330,000);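 further: potency means the concentration at half of the fitted maximal effect; plate controls were no compound for no effect and no enzyme for full effect; nearly all actives have a fitted effect of over 20% in size; some results filed as inactive show a strong effect at the top dose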
Target sequence (P00811 whole entry, looked up): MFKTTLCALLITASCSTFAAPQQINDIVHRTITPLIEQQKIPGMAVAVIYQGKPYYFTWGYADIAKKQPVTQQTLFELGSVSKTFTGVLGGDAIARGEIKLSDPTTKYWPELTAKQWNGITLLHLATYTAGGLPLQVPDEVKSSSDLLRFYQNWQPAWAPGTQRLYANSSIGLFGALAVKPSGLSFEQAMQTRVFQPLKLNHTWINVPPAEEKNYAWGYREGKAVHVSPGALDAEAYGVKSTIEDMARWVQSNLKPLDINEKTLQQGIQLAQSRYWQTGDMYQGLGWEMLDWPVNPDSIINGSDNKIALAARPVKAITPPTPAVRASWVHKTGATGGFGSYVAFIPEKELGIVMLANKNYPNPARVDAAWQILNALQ
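20 mM phosphate pH 7.0 + 0.01% (detergent screen) or 0.0001% Triton X-100; 5.3 nM AmpC reagent; cpd preinc 15 min RT; nitrocefin (800 uM stock) to start; A480 q20 s × 4 min; Activity was normalised to no-enzyme and no-compound control wells.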
AmpC detergent – qHTS Inhibitors of AmpC Beta-Lactamase (assay with detergent) | AmpC hydrolysis of nitrocefin, absorbance 480 nm, 0.01% Triton | Potency, µM (doses to about 114 µM), for the others: top-dose activity change, negative = inhibition, usual class: inhibitors | actives 0.041% (n = 370,000);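 further: potency means the concentration at half of the fitted maximal effect; 0% = no-compound wells and -100% = no-enzyme wells; nearly all actives have a fitted effect of over 25% in size; some results filed as inactive show a strong effect at the top dose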
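AmpC (5.3 nM in the dispensed reagent) in 20 mM phosphate pH 7.0 with 0.01% (detergent screen) or 0.0001% Triton X-100 was preincubated with compounds for 15 min at room temperature. Nitrocefin was then added from an 800 uM solution, and hydrolysis was followed at 480 nm.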
AMA1 RON2 block – qHTS for Inhibitors of AMA1-RON; Towards Development of Antimalarial Drug Lead: Primary Screen; actives 0.2% (n = 360,000); AID 720542, 2013; AlphaScreen AMA1-biotinylated RON2 peptide binding; Potency, µM (series often up to 58.2 µM), inactives show at the top dose activity change, negative = inhibition, hits mostly inhibitors; Plasmodium falciparum AMA1 (3D7) - RON2 peptide interaction;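 further: potency means the concentration at half of the fitted maximal effect; 0% = vehicle wells and -100% = peptide control; nearly all actives have a fitted effect of over 45% in size; some results filed as inactive show a strong effect at the top dose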
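AMA1 (3D7) with his tag at 25 nM final met compounds first, then biotinylated RON2 peptide at 25 nM; detection used donor plus acceptor beads, 10 µg/mL apiece, read by AlphaScreen after 30 min at room temperature.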
The depositor's hits bear a star; ? = inconclusive; . = not tested or not shown; [ ] = remark or other dose. Unless noted, the call rests on the fitted dose curve; in most records, active means well fitted curve in the direction sought with a large enough effect; inconclusive means small, poorly fitted or top-dose-only effect, or another doubt; inactive means no such curve, though single readings can be large; an effect the other way counts as inactive or inconclusive. Unless noted, on the % scale 0 is the no-effect control and ±100 the full control effect.

SMILES	Sm TGR block	HCMV antiviral	FBPA Giardia inh	AmpC inh no detg	AmpC detergent	AMA1 RON2 block
Cc1nonc1N1CCN(Cc2cn[nH]c2-c2ccc(F)cc2F)CC1	3.4%	-7.1	2.3%	-4.6%	2.8%	-5.4%
O=C1NC(c2ccccc2)CCC1(Cl)Cl (stereo unspecified)	0.8%	-16.9	2.9%	-14.2%	?	-14.2%
O=C(OCC(=O)N1CCCC1)c1cnc(Cl)c(Cl)c1	.	-19.8	.	-10.5%	.	-11.8%
CCOC(=O)Cc1ccc(NC(=O)c2cccc([N+](=O)[O-])c2)cc1	.	-60.3*	-8.8%	-16.2%	2.1%	-5.6%
COc1ccc(N2CCN(C(=O)Cn3c(=O)c4cccn4c4cccnc43)CC2)cc1	-18.1%	-12.2	.	31.1%	-1.2%	-9.0%
COc1ccc(S(=O)(=O)NCCC(C)C)cc1C	4.7%	40.2	6.1%	-8.8%	?	-4.0%
Cn1ccnc1SCC(=O)Nc1cc(S(=O)(=O)N2CCOCC2)ccc1Cl	5.6%	-11.0	-4.0%	-2.7%	-0.8%	-2.9%[11.6 µM]
CN1CCCC(OC(=O)c2ccc3c(c2)OCCO3)C1 (stereo unspecified)	-5.5%	82.9	-13.4%	-16.8%	-4.8%	12.9%
CCOc1ccccc1N(CC(=O)OC)S(C)(=O)=O	-0.1%	-16.8	-1.4%	-6.3%	-2.0%	12.7%
NN/C(=C\[N+](=O)[O-])Nc1ccc(Cl)cc1	2.82µM*	43.5	-7.7%	-51.9%	1.0%	12.9%
CCn1cc(CNC(=O)c2ccc3nc(Cc4ccc(OC)cc4)oc3c2)cn1	-1.9%	-65.3*	2.7%	87.3%[activator]	1.3%	0.0%
CCc1cccc(NC(=O)Cn2c(=O)n(Cc3ccccc3)c(=O)c3c2c2cc(OC)ccc2n3C)c1	-2.7%	26.8	.	.	2.3%	.

The final five records of the section above come first, to join the parts:
SMILES	Sm TGR block	HCMV antiviral	FBPA Giardia inh	AmpC inh no detg	AmpC detergent	AMA1 RON2 block
CN1CCCC(OC(=O)c2ccc3c(c2)OCCO3)C1 (stereo unspecified)	-5.5%	82.9	-13.4%	-16.8%	-4.8%	12.9%
CCOc1ccccc1N(CC(=O)OC)S(C)(=O)=O	-0.1%	-16.8	-1.4%	-6.3%	-2.0%	12.7%
NN/C(=C\[N+](=O)[O-])Nc1ccc(Cl)cc1	2.82µM*	43.5	-7.7%	-51.9%	1.0%	12.9%
CCn1cc(CNC(=O)c2ccc3nc(Cc4ccc(OC)cc4)oc3c2)cn1	-1.9%	-65.3*	2.7%	87.3%[activator]	1.3%	0.0%
CCc1cccc(NC(=O)Cn2c(=O)n(Cc3ccccc3)c(=O)c3c2c2cc(OC)ccc2n3C)c1	-2.7%	26.8	.	.	2.3%	.
O=C(OCc1ccc(COC(=O)c2cccnc2Cl)cc1)c1cccnc1Cl	3.4%	-35.9	-0.2%	-57.4%	-1.1%	0.9%
Cc1ccc2nc(/C(C#N)=C/c3ccccc3C(=O)O)[nH]c2c1	-17.8%	50.3	-2.3%	?	-6.3%	98.6%[activator]
COc1ccc(C(=O)Nc2nc3ccccc3[nH]2)cc1	-2.1%	-33.0	-9.5%	-29.8%	?	115.2%[activator]
Cc1cccc(NC(=O)NNC(=O)c2ccccn2)c1	.	-18.4	.	-24.1%	.	104.2%[activator]
Cc1ccc(C)c(S(=O)(=O)Nc2cc3c4c(c2)CC(=O)N4CCC3)c1	-12.8%	-18.6	.	-8.1%	-10.3%	-13.6%
O=C(Nc1nc(-c2ccccc2)cs1)C1CCCCN1S(=O)(=O)c1ccc(Cl)cc1 (stereo unspecified)	-21.6%	?	-13.5%	3.2%	5.5%	-6.7%
O=c1[nH]cnc2ccsc12	-7.7%	-5.2	3.6%	-21.6%	0.1%	-1.4%
O=C(COC(=O)[C@@H]1CCCN1S(=O)(=O)c1ccc(Cl)cc1)NC12CC3CC(CC(C3)C1)C2	-1.2%	-3.8	-10.4%	100.0%[activator]	-12.9%	14.6%[2.32 µM]
COCC(C)NCc1cccc2ccccc12 (stereo unspecified)	22.5%	-3.3	?	-11.8%	3.4%	-16.6%
CCc1nnc(NC(=O)Cn2nc(-c3ccccc3OC)ccc2=O)s1	-1.2%	-0.9	2.2%	-6.6%	-7.9%	-1.7%
O=C(CN1C(=O)C2(SCC(=O)N2c2ccccc2)c2ccccc21)NCCc1ccccc1 (stereo unspecified)	4.6%	-0.2	.	.	22.9%	.
CCCn1cc(CN2CCC(C(=O)Nc3cccc(-c4cscn4)c3)CC2)c(C)n1	-8.9%	-5.8	-2.3%	56.2%	-9.7%	0.0%
Cc1cccc(NC(=O)CSc2nc(-c3ccccc3)cn2-c2ccccc2)c1C	0.6%	-9.0	.	.	6.2%	.
CCOc1c(C(=O)CC)cc2c(C)cc(=O)oc2c1C	-25.9%	9.9	-2.2%	2.3%	?	-8.5%
COc1ccc2oc(C(=O)Nc3nnc(C)s3)c(C)c2c1	-14.2%	28.2	.	-12.7%	5.6%	-8.2%
Cc1ncc(C(=O)O)c(C(=O)O)c1N	5.4%	145.0	-0.4%	-12.3%	-1.9%	-5.6%
O=C(C1CCN(c2nnc(N3CCCC3=O)s2)CC1)N1CCN(c2cccc(C(F)(F)F)c2)CC1	1.1%	-79.1*	5.5%	140.2%[activator]	-0.3%	1.1%
CCOc1ccc(Oc2cc(N)cc([N+](=O)[O-])c2)cc1	8.6%	?	-9.6%	-38.8%	5.5%	-19.7%
O=C(Nc1ccnn1C1CCN(C2CCC2)CC1)c1ccccc1Cl	-0.7%	-22.7	12.9%	-8.2%	?	14.8%
Cn1cccc1C(=O)N1CCN(S(=O)(=O)c2ccccc2)CC1	-4.8%	-24.5	.	-17.1%	-11.3%	-16.3%
COC(=O)CCNC(=O)N1CCN(c2nnc(C)c3c(C)n(-c4ccc(Cl)cc4)nc23)CC1	-7.9%	2.6	.	.	23.8%	.
CC1(c2ccco2)NC(=O)NC1=O (stereo unspecified)	-7.5%	28.4	-8.2%	-8.3%	-8.8%	-0.6%
COc1cc2c(c(OC)c1OC)CCc1cnoc1-2	-1.6%	-13.2	-10.0%	22.0%	-7.9%	17.2%
Cc1nn(C)c(C)c1/C=C1/SC(=S)NC1=O	-14.7%	76.7	-25.8%	-15.7%	3.1%	2.3%
O=C(N=NC(=O)c1ccco1)c1ccc2c(O)n(N3C(=O)c4ccccc4C3=O)c(O)c2c1	0.0%	13.1	0.8%	-7.9%	-10.9%	-14.5%[2.32 µM]
CCOc1ccc(-c2nnc(Nc3ccc(OC)c(C(=O)N4CCCCC4)c3)c3ccccc23)cc1	8.7%	-23.4	-2.0%	94.5%[activator]	-8.4%	-6.3%
O=C1CC(N2CCN(Cc3ccc4c(c3)OCO4)CC2)C(=O)N1c1cccc(Cl)c1 (stereo unspecified)	50.1µM*	-23.9	6.5%	14.6%	?	-3.2%
CCN(CC)C(=O)Cn1cnc2sc(C)c(S(=O)(=O)N3CCC(C)CC3)c2c1=O	-3.2%	6.4	-1.8%	-8.3%	-13.4%	11.6%
Cc1ccc(-c2nc3ccccc3nc2-c2ccccc2)cc1	11.5%	3.2	4.3%	2.6%	3.8%	15.0%
COCCn1nnnc1C(c1cccc(OC)c1OC)N1CCN(C2CCCCC2)CC1 (stereo unspecified)	8.1%	9.1	-12.1%	-10.3%	-16.6%	0.6%
COc1cccc(C(=O)Nc2cccc(NC(=O)c3ccc(Cl)cc3Cl)c2)c1	-1.9%	?	.	.	6.4%	.
Cc1cccc(C)c1NC(=S)N(CCN1CCCCCC1)Cc1ccco1	3.5%	-32.4	?	-5.3%	4.2%	-26.8%
COc1ccc(NC(=O)C(=O)NCC(c2cccnc2)N2CCc3ccccc32)cc1OC (stereo unspecified)	9.2%	11.3	.	.	12.4%	.
CCC(=O)N1CCc2cc(S(=O)(=O)NC(Cc3ccccc3)C(=O)Nc3cccc(OC)c3)ccc21 (stereo unspecified)	-1.6%	6.1	.	.	0.2%	.
[O-]/C(=C(\C(=S)Nc1ccc(Cl)cc1)[n+]1ccccc1)c1ccc(OC(F)F)cc1	-20.6%	?	-22.0%	-49.6%	?	57.6%[activator]
O=C(O)Cc1sc(-c2cccnc2)nc1-c1ccc(Br)cc1	22.4µM*	-37.1	5.6%	-28.5%	?	16.0%
CN(Cc1ccccc1)C(=O)c1cc2ccccc2o1	12.3%	15.0	3.2%	1.7%	-12.7%	2.7%
COc1ccc(CNC(=O)c2sc3nc4n(c(=O)c3c2C)CCCC4)cc1	?	-13.3	.	.	1.8%	.
Cc1cc(C)c(S(=O)(=O)N2CCN(c3ccccn3)CC2)c(C)c1	1.1%	-36.0	.	-2.5%	-6.4%	-20.3%
Cc1cc(C)c(OCCN(C)Cc2ccccc2)c(Br)c1	.	-29.6	3.2%	-3.9%	-2.2%	?
Cc1oc(-c2ccc(Cl)cc2)nc1CN1CCCC(C(=O)NCCCN2CCCC2=O)C1 (stereo unspecified)	3.8%	-27.0	1.5%	116.1%[activator]	-10.8%	0.7%
COc1cccc(NC(=O)N2CCCC2C(=O)NC2CCCCC2)c1 (stereo unspecified)	4.2%	-32.8	-5.4%	3.8%	-15.9%	-2.5%
COc1ccc(CN2CCC(n3nccc3NC(=O)CCCc3ccccc3)CC2)cc1C	5.5%	-14.1	-2.0%	-7.2%	0.5%	-1.4%
C/C(CC(=O)Nc1ccc2ccccc2c1)=N\NC(=O)c1cnccn1	?	7.1	-7.5%	65.6%[activator]	-14.5%	59.8%[activator]
CCSc1nnc(COc2ccccc2)n1CC	-3.1%	0.0	3.7%	3.9%	-6.0%	1.8%

3 entries from above, with two lines to a compound.
Screens in order: Sm TGR block	HCMV antiviral	FBPA Giardia inh	AmpC inh no detg	AmpC detergent	AMA1 RON2 block
Cc1ccc(-c2nc3ccccc3nc2-c2ccccc2)cc1
→ 11.5%	3.2	4.3%	2.6%	3.8%	15.0%
COc1ccc(NC(=O)C(=O)NCC(c2cccnc2)N2CCc3ccccc32)cc1OC (stereo unspecified)
→ 9.2%	11.3	.	.	12.4%	.
O=C1NC(c2ccccc2)CCC1(Cl)Cl (stereo unspecified)
→ 0.8%	-16.9	2.9%	-14.2%	?	-14.2%
